Screening data from PubChem BioAssay.
N370S GC mod – qHTS Assay for Inhibitors and Activators of N370S glucocerebrosidase as a Potential Chaperone Treatment of Gaucher Disease. N370S GC spleen homogenate, 4MU-glucoside fluorescence. Lysosomal acid glucosylceramidase (Homo sapiens), P04062. Potency, µM (doses to about 59.4 µM), for inactives: top-dose activity change, negative = inhibition, most hits filed as inhibitors. 330,000 compounds, 0.092% hits;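 also: 0% = full enzyme activity and -100% = no enzyme basal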
TDP1 cell noCPT – qHTS for Inhibitors of human tyrosyl-DNA phosphodiesterase 1 (TDP1): qHTS in cells in absence of CPT; Potency, µM (titrated, usually from 46.2 µM), without a hit: top-dose activity change, negative = growth inhibition, most hits filed as inhibitors; DT40 Tdp1-/- hTDP1 cells, no CPT, ATP luminescence, 48 h; 420,000 compounds, 15% hits; AID 686978, 2013; also: nearly all actives have a fitted effect of over 55% in size
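Growth kinetics read by CellTiter-Glo luminescence after ≥48 hr at 37 °C. Cells: DT40 Tdp1-/- stably carrying human TDP1, 400 per well, compound exposure in the absence of CPT (DMSO vehicle).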
TDP1 block – qHTS Assay for Inhibitors of Tyrosyl-DNA Phosphodiesterase (TDP1). recombinant TDP1, AlphaScreen DNA substrate cleavage. AID 485290, 2010. 350,000 compounds, 0.28% hits. Tyrosyl-DNA phosphodiesterase 1 (Homo sapiens), Q9NUW8. Potency, µM (top dose mostly 130 µM), inactives show at the top dose activity change, negative = inhibition, actives largely listed as inhibitors; also: nearly all actives have a fitted effect of over 40% in size
Target sequence (Q9NUW8 whole entry, looked up): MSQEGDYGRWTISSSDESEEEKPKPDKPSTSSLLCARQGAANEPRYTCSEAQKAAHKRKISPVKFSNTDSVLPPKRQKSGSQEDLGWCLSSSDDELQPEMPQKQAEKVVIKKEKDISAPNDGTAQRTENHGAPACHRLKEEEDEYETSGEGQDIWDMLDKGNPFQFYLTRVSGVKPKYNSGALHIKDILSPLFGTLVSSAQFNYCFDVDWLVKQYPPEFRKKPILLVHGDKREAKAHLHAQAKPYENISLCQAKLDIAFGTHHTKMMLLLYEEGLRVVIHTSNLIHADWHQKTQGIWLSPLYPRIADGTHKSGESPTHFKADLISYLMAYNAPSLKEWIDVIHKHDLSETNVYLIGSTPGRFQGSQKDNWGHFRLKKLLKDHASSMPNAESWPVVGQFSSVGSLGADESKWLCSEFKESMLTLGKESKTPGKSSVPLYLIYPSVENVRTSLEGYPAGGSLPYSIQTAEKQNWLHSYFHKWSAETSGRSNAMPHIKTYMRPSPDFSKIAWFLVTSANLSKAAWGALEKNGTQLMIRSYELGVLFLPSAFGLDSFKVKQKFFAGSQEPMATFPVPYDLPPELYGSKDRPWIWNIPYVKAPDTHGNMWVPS
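Tdp1 1 nM final; 15 min RT w/ cpd; substrate 15 nM, 5 min; beads 10 ug/ml, 10 min; AlphaScreen read. Neg ctrl: no enzyme.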
* marks the source's active call; other numbers are inactive results; ? = inconclusive; · = no result given; [ ] = another dose, or the depositor's remark. Calls follow the shape of the dose curve; as a rule, active = well fitted curve in the direction sought with a large enough effect; inconclusive = small, poorly fitted or top-dose-only effect, or another doubt; inactive = no such curve, though single readings can be large; an effect the other way counts as inactive or inconclusive. Unless noted, % is scaled to controls: 0 for no effect and ±100 for the full control effect; potency is read from the fitted curve at half-maximal effect.

SMILES	N370S GC mod	TDP1 cell noCPT	TDP1 block
COc1ccc(OC)c(/C=C/C(=O)OCC(=O)NCc2cccs2)c1	·	-4%	-1%
O=C(CCO)c1ccc(O)cc1	-10%	0%	?
Cn1cccc1Cc1nnc(SCC(=O)NCc2ccco2)n1-c1ccc(F)cc1	-4%	-10%	6%
Cc1cc(C(=O)O)ccc1NCc1ccncc1	-12%	-4%	·
Clc1ccccc1-c1cc(COc2ccc3ccccc3c2)no1	8%	-30%	0%
O=C(O)CSc1c2c(nc3cc(C(=O)Nc4cccc(C(F)(F)F)c4)ccc13)CCCC2	-12%	-2%	8%
COCCNC(=O)COC(=O)c1cc(-c2ccc(OC)cc2)nc2ccccc12	-12%	-15%	3%
O=C(CCC(=O)c1ccccc1)NCc1cccc(C(F)(F)F)c1	·	-10%	0%
Cc1ccc(-c2cc(C(F)(F)F)n3nc(C(=O)Nc4sc5c(c4C#N)CCC(C)C5)cc3n2)cc1 (configuration not stated)	·	-16%	5%
CC1CCN(c2nc(-c3ccccc3)cc(C(F)(F)F)n2)CC1	-31%	-8%	1%
COc1ccc2c(C)cc(SCC(=O)N3CCOCC3)nc2c1	11%	-6%	6%
COc1ccc(CCNC(=O)C23CCC(C)(C(=O)C2Br)C3(C)C)cc1OC (configuration not stated)	2%	-9%	·
Cc1cc(NC(=O)c2ccccc2F)cc(C)c1OCC(=O)N1CCOCC1	-1%	-20%	3%
CCOC(=O)c1ccc(N=C2NC(=O)CS2)cc1	5%	-10%	0%
COc1ccc(S(=O)(=O)N2CCN(c3c(C)cccc3C)CC2)cc1OC	11%	-19%	1%

The closing four compounds of the section before lead into the next.
SMILES	N370S GC mod	TDP1 cell noCPT	TDP1 block
COc1ccc(CCNC(=O)C23CCC(C)(C(=O)C2Br)C3(C)C)cc1OC (configuration not stated)	2%	-9%	·
Cc1cc(NC(=O)c2ccccc2F)cc(C)c1OCC(=O)N1CCOCC1	-1%	-20%	3%
CCOC(=O)c1ccc(N=C2NC(=O)CS2)cc1	5%	-10%	0%
COc1ccc(S(=O)(=O)N2CCN(c3c(C)cccc3C)CC2)cc1OC	11%	-19%	1%
COc1ccccc1-c1coc2cc(OC(=O)N3CCOCC3)ccc2c1=O	-17%	?	·
CCOC(=O)c1nsnc1NCCSC(=N)N	-11%	-26%	-3%
NNC(=O)c1cc(-c2cccs2)nc2ccccc12	16%	?	4%
COc1cc2c(cc1OC)-c1cc(Nc3ccc(C(=O)O)cc3)nc(=O)n1CC2	-4%	-4%	·
O=C(NCCCN1CCCCC1)c1ccc(CS(=O)c2ccc(F)cc2)o1 (configuration not stated)	17%	27%	3%
Cc1cc(C)cc(OCCNC(=O)c2cc(S(=O)(=O)N3CCOCC3)ccc2F)c1	-2%	?	-2%[0.0935 µM]
NC(CO)(CO)COCc1ccccc1	4%	2%	0%
CCCCN(CC)CCCNC(=O)c1sc2nc(C)cc(C)c2c1-n1cccc1	·	18µM*	6%
O=C(CSc1ccc(-c2cccnc2)nn1)N1CCCCC1	-5%	6%	1%
CCOC(=O)C1=C(C)N=c2s/c(=C\c3ccc(OCC(=O)O)cc3)c(=O)n2C1c1ccc(Cl)cc1 (configuration not stated)	-14%	?	·
CCCC1(CCC)NC(=O)N(CC(=O)Nc2ccc3c(c2)OCCO3)C1=O	·	-3%	1%
Cc1cc([N+](=O)[O-])nn1CC(=O)NCc1ccc(Cl)cc1	0%	-21%	·
CC1=C(C(=O)OCc2ccccc2)C(c2ccsc2)NC(=O)N1C (configuration not stated)	3%	-18%	2%
CCC(C)NC(=O)CS(=O)(=O)Cc1nc(-c2cccc(OC)c2)oc1C (configuration not stated)	-3%	-1%	2%
COc1ccc(CNC(=S)N/N=C(/C)c2ccccc2)cc1	7%	?	11%
Clc1ccc(Nc2ncnc3c2cnn3-c2ccccc2)cc1	-11%	?	5%
CN(Cc1ccccc1)C(=O)C(C(=O)c1ccc(F)cc1)n1cc(Cl)ccc1=O (configuration not stated)	?	-22%	5%
O=C(O)C1Cc2ccccc2CN1C(=O)COc1ccc(Br)cc1 (configuration not stated)	0%	-24%	22µM*
COC(=O)c1ccc(-c2nc3ccccc3[nH]2)cc1	1%	23µM*	3%
O=[N+]([O-])c1cccc(CSc2ncnc3ccccc23)c1	6%	?	1%
COc1ccc(-c2nc3ccc(NS(C)(=O)=O)cc3o2)cc1	·	-16%	-11%
COc1ccc(O[C@H]2C=C[C@@H](c3ccccc3)O[C@H]2COC(=O)CC/C(C)=N\OC[C@@H](C)[C@H](OCc2ccccc2)C(C)C)cc1	0%[12.8 µM]	·	6%[21 µM]
O=C(COC(=O)c1cccnc1)Nc1cccc(Cl)c1	28%	5%	-2%
O=C(NC(=S)NCc1ccccc1)c1ccccc1	-1%	-27%	6%
COC(=O)c1n[nH]n(-c2cc(Cl)cc(Cl)c2)c1=O	26%	5%	-3%
CCOC(=O)C1CCN(C(=S)Nc2cc(C)ccc2C)CC1	1%	?	1%
CCN(CC)CCNC(=O)CCCNC(=O)Cn1cnc2sc(C)c(C)c2c1=O	10%	-5%	5%
Cn1c(SCC(=O)NCc2cccs2)nnc1-c1ccc(S(=O)(=O)N2CCCC2)cc1	6%	-8%	2%
C=CCNC(=O)c1cc2c(=O)n3ccccc3nc2s1	?	3%	·
O=C(CCCNS(=O)(=O)c1cccc2nsnc12)NCCN1CCN(c2ccccc2F)CC1	0%	?	-3%
CCC(C)C(NC(=O)OCc1ccccc1)C(=O)NCC(c1ccccc1)N(C)C (configuration not stated)	1%	?	11%
C=CCOc1ccccc1CN1CCC(C(=O)Nc2cccc(-c3ccn[nH]3)c2)CC1	-4%	?	2%
CC1CC(C)CN(C(=O)COC(=O)c2cc3ccccc3oc2=O)C1 (configuration not stated)	·	-7%	1%
CCC(C)NC(=O)c1ccc(NS(=O)(=O)c2ccc3[nH]c(=O)[nH]c3c2)cc1 (configuration not stated)	0%	0%	6%
COc1ccc(NC(=O)Cn2c(=O)n(Cc3nc(-c4ccccc4)no3)c(=O)c3cc4c(cc32)OCO4)cc1Cl	·	-27%	8%
CC(=O)OC(C)(C)/C=C/C(=O)[C@](C)(O)C1[C@H](O)C[C@@]2(C)C3CC=C4C(C=C(O[C@@H]5O[C@H](CO)[C@@H](O)[C@H](O)[C@H]5O)C(=O)C4(C)C)[C@]3(C)C(=O)C[C@]12C (some centres not stated)	·	1.8µM*	0%
Cc1ccc2c(Cl)c(C(=O)NCC3CCCO3)sc2c1 (configuration not stated)	22%	?	·
COc1ccc(COC(=O)c2cc([N+](=O)[O-])ccc2N2CCOCC2)cc1F	0%	0.012µM*	13%
O=C(CSc1nnc(CCCO)n1-c1ccccc1)NCCc1ccccc1	-4%	1%	2%
N#C/C(=C\Nc1ccccc1SC(F)(F)F)c1nc(-c2ccccc2)cs1	6%	-6%	3%
CC(NS(=O)(=O)c1ccccc1)C(c1cccs1)N1CCOCC1 (configuration not stated)	9%	4%	-4%
Nc1ccccc1S(=O)(=O)NCCCCc1ccccc1	-5%	?	·
CCOc1ccccc1N(CC(=O)Nc1ccccc1C(=O)O)S(C)(=O)=O	2%	-10%	5%
CC(C)(C)c1cc(CCC(=O)NN)cc(C(C)(C)C)c1O	7%	6%	3%
CCN(CC)S(=O)(=O)c1ccc(N2CCCC2)c(NC(=O)C2CCCCC2)c1	17%	-26%	1%

Whole records, looked up by structure. Screens in order: N370S GC mod	TDP1 cell noCPT	TDP1 block
CCOc1ccccc1N(CC(=O)Nc1ccccc1C(=O)O)S(C)(=O)=O reads 2%	-10%	5%
CCC(C)NC(=O)c1ccc(NS(=O)(=O)c2ccc3[nH]c(=O)[nH]c3c2)cc1 (configuration not stated) reads 0%	0%	6%
COc1ccc(COC(=O)c2cc([N+](=O)[O-])ccc2N2CCOCC2)cc1F reads 0%	0.012µM*	13%
O=C(CSc1nnc(CCCO)n1-c1ccccc1)NCCc1ccccc1 reads -4%	1%	2%
COc1ccc(NC(=O)Cn2c(=O)n(Cc3nc(-c4ccccc4)no3)c(=O)c3cc4c(cc32)OCO4)cc1Cl reads ·	-27%	8%

Following part
SMILES	N370S GC mod	TDP1 cell noCPT	TDP1 block
COc1ccc(Oc2ncc3nc(C)c(=O)n(C[C@H]4CCCO4)c3n2)cc1	14%	?	·
Cc1ccc(NC(=O)NC2CCCCCCC2)c(C)c1	1%	0%	3%
CCOC(=O)c1scc(-c2ccc(C)cc2)c1S(=O)(=O)Nc1cccc(CC)c1	·	13µM*	-3%
COc1ccc(CC2S/C(=C(\C#N)C(=O)NCc3ccco3)N(c3ccc(C)cc3)C2=O)cc1 (configuration not stated)	9%	?	5%
O=C1OCCC1Sc1nnc(-c2cccnc2)n1-c1ccccc1F (configuration not stated)	-3%	-2%	·
CCC(C)NC(=O)Cn1c(=O)n(-c2ccccc2)c(=O)c2ccc(C(=O)NCc3ccco3)cc21 (configuration not stated)	4%	-17%	5%
O=C(/C=C/c1ccc(O)cc1)OCc1occc(=O)c1O[C@@H]1OC(CO)[C@@H](O)[C@H](O)[C@@H]1O (some centres not stated)	?	-4%	-5%
OCCNCc1c(OCc2ccc(Cl)cc2)ccc2ccccc12	?	23µM*	·
COc1ccc(C(c2c(NC(=O)c3ccccc3)sc(C)c2C)N2CCN(CCO)CC2)cc1 (configuration not stated)	17%	-1%	2%
Cc1cc(SCC#N)n2nc(C)c(-c3ccc(Cl)cc3)c2n1	8%	-16%	9%
CNS(=O)(=O)c1cccc(C(=O)OCc2cc(Cl)cc3c2OCOC3)c1	23%	3%	6%
CCC(C(=O)NCC1CCCO1)N(C(=O)CNS(=O)(=O)c1ccccc1)c1ccc(F)cc1 (configuration not stated)	4%	-18%	20%
Cc1ccc(S(=O)(=O)NCCNC(=O)c2ccc(C)nc2)cc1	0%	-9%	·
CCCCNC(=O)CSc1nnc(Cc2ccccc2)n1CC1CCCO1 (configuration not stated)	-11%	10%	5%
O=C1C=C(Nc2ccc(Cl)cc2)CC(c2ccccc2)C1 (configuration not stated)	1%	12µM*	5%
Cc1cc(C)n2c(Nc3ccc4c(c3)OCCO4)c(-c3ccc(C)o3)nc2n1	24%	?	8%
CC1=C(OC(=O)C(C)(C)C)C(C)(C)C(c2ccccc2)OC1=O (configuration not stated)	?	?	4%
Cc1cccc(OCc2nnc(SCC(=O)N3CCCCC3)o2)c1	-5%	-21%	·
CCN1C(=O)N(S(=O)(=O)C(F)(F)F)[C@@H](c2ccccc2)C(C(=O)OC)=C1C	3%[12.8 µM]	-24%	6%[12.3 µM]
CN(C)CCNC(=O)c1cccc(NS(=O)(=O)c2ccc(Cl)c(Cl)c2)c1	-5%	3%	3%
O=C(COC(=O)c1cc(NS(=O)(=O)c2cccs2)ccc1O)Nc1ccccc1	10%	4%	5%
CC(C)c1c(O)nc(SCCN2CCOCC2)[nH]c1=O	20%	7%	-1%
O=c1c2c(ncn1CCO)nc1n2CCC1	3%	-13%	0%
CCN(CC1COc2ccccc2O1)S(=O)(=O)c1ccc(C)cc1 (configuration not stated)	23%	?	-6%
CCOC(=O)C1CCN(C(c2ccc(C)cc2)c2c(O)cc(C)n(CCOC)c2=O)CC1 (configuration not stated)	·	17%	5%
CCn1nc(CCC(=O)O)c2ccccc2c1=O	-18%	-20%	0%
CC(C)NC(=O)C1CCN(C2CCN(C(=O)c3ccc4cccc(F)c4n3)CC2)CC1	19%	-4%	8%
Cc1ccccc1NC(=O)c1ccc(F)c(S(=O)(=O)N2CCCCC2)c1	4%	4%	3%
COc1cccc(-n2c(SCC(N)=O)nc3c([nH]c4ccccc43)c2=O)c1	13%	16µM*	2%
NC(=O)CSc1ncc2c(n1)-c1ccccc1N(Cc1ccc(Cl)cc1)S2(=O)=O	·	?	3%

No new results follow: entries from further up.
SMILES	N370S GC mod	TDP1 cell noCPT	TDP1 block
Cc1cc(C)n2c(Nc3ccc4c(c3)OCCO4)c(-c3ccc(C)o3)nc2n1	24%	?	8%
CC1=C(OC(=O)C(C)(C)C)C(C)(C)C(c2ccccc2)OC1=O (configuration not stated)	?	?	4%

(further entries)
SMILES	N370S GC mod	TDP1 cell noCPT	TDP1 block
COC(=O)c1nc2n(n1)C(c1cc(OC)ccc1OC)C(C(=O)OC1CCCCC1)=C(C)N2 (configuration not stated)	28%	-15%	8%
O=C(NCC(c1cccnc1)N1CCN(c2ccc(F)cc2)CC1)c1ccc2c(c1)OCO2 (configuration not stated)	-8%	8.2µM*	1%
CCS(=O)(=O)c1ccc2oc(Nc3ccc(OC)cc3)nc2c1	-6%	-19%	2%
CCOC(=O)N1CCN(C(=O)c2ccc(NS(=O)(=O)c3ccc4[nH]c(=O)[nH]c4c3)cc2)CC1	-11%	2%	-10%
CCCS(=O)(=O)c1nc(S(=O)(=O)c2ccc(C)cc2)c(N2CCC(O)CC2)s1	-16%	-1%	3%
Cn1c(=O)oc2cc(S(=O)(=O)NCCN3CCc4ccccc4C3)ccc21	4%	-6%	0%

Some of the compounds tested (hit frequency here may not be typical).
